HTT ATP protect: protects HTT-Q103 PC12 cells, measured by ATP; PC12 HTT-Q103 induced, cytoprotection, ATP luminescence, 40 h; Potency, µM (series often up to 56.4 µM), for inactives: cytoprotection (ATP increase), most hits filed as activators; AID 1471; 0.14% of 230,000 active;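 also: % of control where 0% means no effect; nearly all actives have a fitted effect of over 45% in size; toxic huntingtin expression switched on by the ecdysone agonist tebufenozide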
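Huntington model: PC12 line, ecdysone-inducible HTTQ103 exon1–GFP, tebufenozide 100 nM. Test articles in a dose series. Endpoint luminescence from cellular ATP.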
HttQ103 aggreg: reduces HttQ103-GFP aggregates in PC12 cells. PC12 HttQ103-GFP aggregates, Acumen cytometry, 40 h. Potency, µM (highest dose often 46.1 µM), for inactives: top-dose activity change, negative = inhibition, actives largely listed as inhibitors. 1.1% of 220,000 active. AID 1688; also: % is scaled to controls: 0 for no effect and ±100 for the full control effect; nearly all actives have a fitted effect of over 60% in size
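Aggregate formation scored by laser-scanning cytometer (488 excitation, 500–530 emission) in lysed PC12 cells expressing Q103-GFP after 100 nM tebufenozide induction; library tested in dose series, with ATPLite reagent added in the multiplex.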
KDM4E inh: JMJD2E (human) inhibition. B2RXH2. JMJD2E catalytic domain, FDH-coupled NADH fluorescence (FDH is formaldehyde dehydrogenase). Potency, µM (top dose mostly 57.1 µM), without a hit: top-dose activity change, negative = inhibition, actives largely listed as inhibitors. 1.6% of 230,000 active. AID 2147; active = well fitted inhibition curve with a large enough effect, not every such curve was filed as active; inconclusive = small, poorly fitted or top-dose-only effect, or another doubt; inactive = no such curve, though single readings can be large or run the other way;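 also: 0% = wells with enzyme and -100% = buffer wells without enzyme; nearly all actives have a fitted effect of over 50% in size; many of its hits are not listed in these tables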
Target sequence (B2RXH2 1-337 limits assumed): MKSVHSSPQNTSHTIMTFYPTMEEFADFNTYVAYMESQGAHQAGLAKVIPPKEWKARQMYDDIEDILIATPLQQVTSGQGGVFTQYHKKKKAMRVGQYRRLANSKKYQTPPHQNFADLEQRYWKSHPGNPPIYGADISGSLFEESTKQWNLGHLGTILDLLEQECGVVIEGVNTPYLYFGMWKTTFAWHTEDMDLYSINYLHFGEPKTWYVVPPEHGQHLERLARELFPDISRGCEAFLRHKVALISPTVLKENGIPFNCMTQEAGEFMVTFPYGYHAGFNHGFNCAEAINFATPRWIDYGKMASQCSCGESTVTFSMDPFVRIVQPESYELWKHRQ
Tau fibril ThT: tau fibrillization inhibition (ThT binding) | P10636 | Potency, µM (highest dose often 57.4 µM), without a hit: top-dose activity, negative = inhibition, usual class: inhibitors | recombinant tau K18 P301L, heparin-induced fibrillization, ThT fluorescence | 2.1% of 270,000 active; also: % is scaled to controls: 0 for no effect and ±100 for the full control effect; nearly all actives have a fitted effect of over 55% in size
Target sequence (P10636 561-689 P618L limits assumed): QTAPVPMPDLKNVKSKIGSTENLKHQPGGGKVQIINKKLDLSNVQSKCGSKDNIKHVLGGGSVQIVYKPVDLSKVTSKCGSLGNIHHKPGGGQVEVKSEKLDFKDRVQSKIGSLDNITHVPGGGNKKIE
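Fibril formation assay: tau K18 P301L at 15 uM with trace Alexa 594 label, heparin inducer 20 uM, pH 7 sodium acetate buffer, 37 C for 6 hr; endpoint ThT signal.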
SMN2 splice enh: SMN2 splice variant enhancement; HEK293 SMN2-luciferase splicing reporter, luminescence, 30-36 h; Potency, µM (titrated, usually from 46.1 µM), for inactives: at the highest dose activity change, positive = activation, most hits filed as activators; 2.8% of 210,000 active; AID 1458; also: % of control where 0% means no effect; nearly all actives have a fitted effect of over 55% in size
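HEK293 cells carry an SMN2 minigene-luciferase reporter in which exon 7 inclusion puts luciferase in frame. Cells were seeded at 2000 cells/well, attached for 10-12 hours, then exposed to compounds for 30-36 hours at 37C before ONE-Glo luminescence.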
Tau fluor cs: counter-screen for tau fibril formation inhibitors; 0.93% of 280,000 active; Potency, µM (highest dose often 57.7 µM), for inactives: at the top dose activity change, negative = decrease; AID 1463; tau K18 P301L (four-repeat tau fragment) Alexa594 fluorescence, heparin fibrillization; also: % is scaled to controls: 0 for no effect and ±100 for the full control effect; nearly all actives have a fitted effect of over 55% in size
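Human K18 P301L tau (15 uM unlabeled plus 0.24 uM Alexa 594-labeled, final) in 100 mM sodium acetate pH 7 was mixed with compound and 20 uM heparin and incubated 6 hr at 37 C.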
ALDH1A1 inh: ALDH1A1 (human) enzyme inhibition; Purified ALDH1A1, NADH fluorescence, propionaldehyde substrate; 7.3% of 220,000 active; AID 1030; Potency, µM (series often up to 75.3 µM), without a hit: at the top dose activity, negative = inhibition, actives largely listed as inhibitors; P00352; active = well fitted inhibition curve with a large enough effect, not every such curve was filed as active; inconclusive = small, poorly fitted or top-dose-only effect, or another doubt; inactive = no such curve, though single readings can be large or run the other way;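 also: plate controls were no enzyme wells and a reference inhibitor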
Target sequence (P00352 whole entry, looked up): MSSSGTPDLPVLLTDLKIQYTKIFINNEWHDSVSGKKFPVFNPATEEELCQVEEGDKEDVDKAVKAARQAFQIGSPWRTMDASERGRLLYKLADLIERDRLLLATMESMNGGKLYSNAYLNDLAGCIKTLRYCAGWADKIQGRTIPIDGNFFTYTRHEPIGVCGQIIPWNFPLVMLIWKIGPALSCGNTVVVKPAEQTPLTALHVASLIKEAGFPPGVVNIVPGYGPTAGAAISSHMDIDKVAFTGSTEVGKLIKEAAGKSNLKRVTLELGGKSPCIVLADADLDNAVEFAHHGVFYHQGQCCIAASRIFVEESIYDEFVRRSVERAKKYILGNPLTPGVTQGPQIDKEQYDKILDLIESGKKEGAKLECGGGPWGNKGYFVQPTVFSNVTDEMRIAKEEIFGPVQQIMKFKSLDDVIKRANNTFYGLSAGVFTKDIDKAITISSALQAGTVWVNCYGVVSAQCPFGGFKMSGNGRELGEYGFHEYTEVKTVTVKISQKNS
Tau fibril FP: blocks human tau fibril formation measured by polarization; P10636; K18 P301L tau heparin fibrillization, Alexa594 FP, 6 h; Potency, µM (top dose mostly 57.7 µM), inactives show at the highest dose activity, negative = inhibition, actives largely listed as inhibitors; 0.39% of 280,000 active; AID 1468; also: % is scaled to controls: 0 for no effect and ±100 for the full control effect; nearly all actives have a fitted effect of over 55% in size
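Human tau K18 […] P301L fragment, 15 uM unlabeled plus 0.24 uM Alexa 594-labeled tau (final), with compound and 20 uM heparin in 100 mM sodium acetate pH 7; 6 hr at 37 C, then Alexa 594 FP read.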
Active calls of the source: *; ? = inconclusive; . = not tested or not shown; & = joins results of further samples; [ ] = another dose, or the depositor's remark. Unless noted, calls follow the shape of the dose curve; as a rule, active = well fitted curve in the direction sought with a large enough effect; inconclusive = small, poorly fitted or top-dose-only effect, or another doubt; inactive = no such curve, though single readings can be large; an effect the other way counts as inactive or inconclusive. Potency is read from the fitted curve at half-maximal effect.

SMILES | HTT ATP protect | HttQ103 aggreg | KDM4E inh | Tau fibril ThT | SMN2 splice enh | Tau fluor cs | ALDH1A1 inh | Tau fibril FP
Nc1ccc(-c2cnc(-c3ccc(N)cc3)nc2)cc1 | -92%[inhibitor] | 11% | ? | ? | 3.5µM* | -26% | ? | 1%
O=C(NNc1ccccc1F)C1CCC1 | -23%[10 µM] | 4%[9.22 µM] | 1% | -23% | . | -20% | -7% | 4%
O=C(NCc1nc(-c2ccccc2)no1)Nc1ccc(F)cc1 | 0% | 7% | -11% | 0% | 3% | -18% | 6% | ?
O=C(Nc1cc(Sc2ccccn2)cc([N+](=O)[O-])c1)c1cccc(Cl)c1 | 11%[1.9 µM] | -7% | 1% | 5% | . | 3% | -9% | 3%
O=C(c1cc2nc(-c3ccccc3)cc(-c3ccccc3)n2n1)N1CCN(C(=O)c2ccco2)CC1 | 8%[10 µM] | ? | ? | ? | -22% | -11% | ? | 7%
NC1=NC(=Nc2cccc(Cl)c2)c2ccccc21 | 22%[0.074 µM] | 6% | 3% | 9% | . | 6% | 5% | 3%
O=C(Nc1ccc(C(=O)N2CCCCC2)cc1)C1CCCCC1 | -1% | -2% | -4% | -12% | 6% | -8% | ? | -15%
Cn1nnnc1SCC(=O)NCc1cc([N+](=O)[O-])ccc1O | -14% | -7% | -4% | -5% | 8% | -10% | 2% | -6%
CC(C)(C)NC(=O)NC(=O)COC(=O)c1cccc(OC(F)F)c1 | -40%[inhibitor] | 0% | ? | -6% | 2% | -12% | 8% | -6%
O=C1c2cccnc2C(=O)N1C1CCCCC1 | -2% | -6% | 8% | 1% | -3% | 2% | ? | 4%
COC(=O)C(C(C)=O)C1=C/C(=N\S(=O)(=O)c2ccc(C)cc2)c2ccccc2C1=O (stereo not given) | -18% | 14% | ? | 32µM* | 7% | ? | ? | ?
O=C(Nc1ccccc1)C(=O)Nc1cccnc1 | -15%[10 µM] | -6%[9.22 µM] | -7% | -14% | . | -13% | 7% | -1%
CCn1c(SCC(=O)N/N=C/c2c[nH]c3ccccc23)nnc1-c1ccc(C(C)(C)C)cc1 | 25%[10 µM] | 10% | -17% | ? | -40%[inhibitor] | 18µM*[quencher] | -12% | -4%
C=CCn1c(SC(C)C(=O)NCc2ccc3c(c2)OCO3)nc2scc(-c3ccccc3)c2c1=O (stereo not given) | -22% | -20% | 1% | -5% | -6% | -14% | -7% | 0%
CC(NC(=O)Nc1ccccc1F)C(C)(C)C (stereo not given) | 5%[10 µM] | 10%[9.22 µM] | -3% | 1% | -3% | -1% | 16% | -1%

Quoted at random: six records from the list.
SMILES | HTT ATP protect | HttQ103 aggreg | KDM4E inh | Tau fibril ThT | SMN2 splice enh | Tau fluor cs | ALDH1A1 inh | Tau fibril FP
CCn1c(SCC(=O)N/N=C/c2c[nH]c3ccccc23)nnc1-c1ccc(C(C)(C)C)cc1 | 25%[10 µM] | 10% | -17% | ? | -40%[inhibitor] | 18µM*[quencher] | -12% | -4%
O=C(c1cc2nc(-c3ccccc3)cc(-c3ccccc3)n2n1)N1CCN(C(=O)c2ccco2)CC1 | 8%[10 µM] | ? | ? | ? | -22% | -11% | ? | 7%
O=C(NCc1nc(-c2ccccc2)no1)Nc1ccc(F)cc1 | 0% | 7% | -11% | 0% | 3% | -18% | 6% | ?
CC(NC(=O)Nc1ccccc1F)C(C)(C)C (stereo not given) | 5%[10 µM] | 10%[9.22 µM] | -3% | 1% | -3% | -1% | 16% | -1%
Nc1ccc(-c2cnc(-c3ccc(N)cc3)nc2)cc1 | -92%[inhibitor] | 11% | ? | ? | 3.5µM* | -26% | ? | 1%
O=C(Nc1ccc(C(=O)N2CCCCC2)cc1)C1CCCCC1 | -1% | -2% | -4% | -12% | 6% | -8% | ? | -15%

Back to the main list with the four entries that preceded the break.
SMILES | HTT ATP protect | HttQ103 aggreg | KDM4E inh | Tau fibril ThT | SMN2 splice enh | Tau fluor cs | ALDH1A1 inh | Tau fibril FP
O=C(Nc1ccccc1)C(=O)Nc1cccnc1 | -15%[10 µM] | -6%[9.22 µM] | -7% | -14% | . | -13% | 7% | -1%
CCn1c(SCC(=O)N/N=C/c2c[nH]c3ccccc23)nnc1-c1ccc(C(C)(C)C)cc1 | 25%[10 µM] | 10% | -17% | ? | -40%[inhibitor] | 18µM*[quencher] | -12% | -4%
C=CCn1c(SC(C)C(=O)NCc2ccc3c(c2)OCO3)nc2scc(-c3ccccc3)c2c1=O (stereo not given) | -22% | -20% | 1% | -5% | -6% | -14% | -7% | 0%
CC(NC(=O)Nc1ccccc1F)C(C)(C)C (stereo not given) | 5%[10 µM] | 10%[9.22 µM] | -3% | 1% | -3% | -1% | 16% | -1%
COc1cccc([C@@H]2Oc3ccc(OC)cc3[C@H](O)[C@H]2O)c1 | -31% | . | 13% | -9% | 10% | -16% | 13% | 7%
O=c1ccn([C@@H]2O[C@H](COP(=O)(O)OP(=O)(O)O)[C@@H](O)[C@H]2O)c(=O)[nH]1 | -153%[inhibitor] | . | 7% | -1%&0% | -8%&3% | -1%&-3% | -5%&6% | -1%&0%
CC(C)NC(=O)COc1ccc2c(c1)C(=O)CC(C)(C)O2 | -10% | -8% | ? | -5% | 9% | -6% | ? | 4%
CCOC(=O)Cc1csc(N/N=C/c2ccccc2)n1 | -2%[10 µM] | 17% | 9% | ? | 3% | -20% | 13% | 15%
CC(C)(C)NC(=O)c1cccc2c1OC(C)(C)C2 | 2%[10 µM] | 1% | 8% | -2% | . | 3% | -14% | 3%
CC(=O)NNC(=O)CCn1nnc(-c2ccc(Cl)cc2)n1 | -4%[10 µM] | -2%[9.22 µM] | 10% | -10% | . | -6% | 9% | 3%
Cc1cnc(NC(=O)C2CCCC2)s1 | 17% | 13% | 3% | -11% | 14µM* | -7% | -7% | 0%
O=C(CCn1c(=O)c2ccccc2n(CC(=O)Nc2cccc(F)c2)c1=O)NCCc1ccccc1 | . | . | . | 5% | -12% | 1% | . | ?
COc1ccc([C@@H]2OC2(C(N)=O)C(N)=O)cc1 | -5%[10 µM] | -27%[9.22 µM] | -1% | . | . | 10% | . | 7%
CC(C)Oc1ccc(C(=O)Nc2cccc3cccnc23)cc1 | -79%[inhibitor] | -18% | ? | ? | . | -27% | -1% | 1%
NC(=O)c1ccccc1NS(=O)(=O)c1ccccc1 | -3% | -6% | ? | -7% | ? | -4% | ? | 4%
COc1cc2c(cc1OC)CN(C(=S)Nc1ccc(Cl)cc1)CC2 | 16%[10 µM] | 4%[9.22 µM] | -2% | 6% | . | 0% | . | 2%
CC(C)NC(=O)C(=O)NNC(=O)CCc1ccccc1 | 7%[10 µM] | 14%[9.22 µM] | -8% | 1% | . | -3% | 2% | -5%
CCC(O)CNC(=O)NC(=C(Cl)Cl)c1ccc(C)c(F)c1 (stereo not given) | 36%[1.9 µM] | ? | 5% | -10% | -15% | -5% | 3.5µM* | 1%
CC1(c2ccc3c(c2)OCO3)NC(=O)N(CC(=O)Nc2ccc(N3CCOCC3)cc2)C1=O (stereo not given) | ? | -17% | 4% | ? | 0% | -14% | 0% | 13%
C=C(COC)C1=CCC(C(=O)OC)(C(=O)OC)[C@@H](C[N+](=O)[O-])c2ccccc21 | 13%&-15% | . | -7%&10% | -7%&-1% | 20%&-2% | -13%&-5% | -11%&1% | -10%&-5%
O=C1CC(C(=O)Nc2cc(Cl)ccc2Cl)n2ncnc2N1 (stereo not given) | 10% | -6%[9.22 µM] | 3% | 10% | -18% | 5% | -3% | 4%
O=C(Nc1ncn[nH]1)c1cc(S(=O)(=O)Nc2cccc(C(F)(F)F)c2)ccc1Cl | 0% | 19% | 1% | -4% | -7% | -9% | -6% | -5%
CCOC(=O)c1c(C)[nH]c(C(=O)CN2CCOCC2)c1C | -5% | 11% | -4% | -6% | -18% | -3% | ? | 0%
COc1ccc2oc(N)c(C=O)c(=O)c2c1 | 7%[10 µM] | -3%[9.22 µM] | -8% | -4% | . | 8% | -9% | 6%
Cc1ccc(N/C(CSC(N)=O)=N/S(=O)(=O)c2ccccc2)cc1 | 18% | -17% | 4% | -7% | 23% | -9% | -9% | -2%
CCOc1ccc(CC(=O)N2N=C(C)CC2(O)C(F)(F)F)cc1 (stereo not given) | 4%[10 µM] | -27% | 2% | 2% | -11% | 7% | 8% | -1%
NC(=S)NNc1c(F)c(F)c(F)c(F)c1F | -5%[10 µM] | 16% | 3% | -8% | 5% | -3% | 8.9µM* | -9%
N#C/C=C(/N)c1ccc(Br)cc1 | -3%[10 µM] | -12% | -10% | -16% | 13% | -17% | -4% | 2%
CN(C)c1ccc(-c2ccc3ncnc(NCc4ccccc4)c3c2)cc1 | -19% | . | ? | ? | -5% | 10µM*[quencher] | ? | ?
CCCC(=O)N/C(N)=N/c1nc(C)c2ccccc2n1 | 5%[10 µM] | -2%[9.22 µM] | -1% | -15% | . | -7% | . | -2%
COCc1cc(C)nc2sc(C(=O)NN)c(-n3cccc3)c12 | -54%[inhibitor] | -18% | 43%[activator] | -12% | -3% | -4% | 0.5µM* | -4%
CCN(CC)C(=O)CSc1nnc(CNc2ccc(F)cc2)o1 | 0% | 21% | 9% | 1% | -10% | 3% | -11% | 0%
CCC(c1nnc(SCC(=O)Nc2cccnc2Cl)n1-c1ccccc1)N(C)C (stereo not given) | 5%[10 µM] | 18% | -17% | -14% | 17% | -8% | -5% | 4%
CNC(=O)CSc1nnc(-c2ccccc2)n1C | -1%[10 µM] | -4%[9.22 µM] | 4% | 2% | . | -1% | 0% | 4%
COc1ccc(-c2[nH]c(-c3ccc(C)cc3)nc2SCC(=O)NC2CCCC2)cc1 | . | -17% | 2% | ? | 7% | ? | ? | 7%

Records listed so far printed as active in Tau fibril ThT.
mol	HttQ103 aggreg	KDM4E inh	Tau fibril ThT	ALDH1A1 inh	Tau fibril FP
COC(=O)C(C(C)=O)C1=C/C(=N\S(=O)(=O)c2ccc(C)cc2)c2ccccc2C1=O (stereo not given)	14%	?	32µM*	?	?

Assay outcomes as filed in PubChem.

This is a subset; count on the stated rates, not on these rows.
